TEAD-YAP inh: TEAD-YAP interaction inhibition, primary screen, TEAD-YAP interaction inhibitor project, luminescence, HEK-TIYL cells; AID 1259422, 2018; inhibition, % at 9.12 µM; TEAD-Gal4/YAP UAS-luciferase luminescence; actives 1.4% (n = 640,000); in the data active means inhibition above about 32%;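 further: 0% = median of test compound wells and 100% = reference inhibitor wells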
FBW7 act: FBW7 E3 ligase activators, primary screen, biochemical, AlphaScreen, human; actives 0.13% (n = 650,000); AlphaScreen FBW7–phospho-cyclin E peptide binding, activator screen; F-box/WD repeat-containing protein 7 (Homo sapiens), Q969H0; normalized activity (activation), % at 26.1 µM; in the data active means normalized activity above about 1.9%;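 further: purified mutant Fbw7 with reduced substrate affinity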
GPR151 activ: activators of human GPR151, primary screen, cell-based, PathHunter beta-arrestin, luminescence; PathHunter beta-arrestin GPR151 cells; G-protein coupled receptor 151 (Homo sapiens), Q8TDV0; activation, % at 11.2 µM; AID 1508602, 2020; actives 1% (n = 650,000); in the data active means activation above about 4.9%;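 further: 0% = median of compound wells and 100% = cells with positive control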
Target sequence (Q8TDV0 whole entry, looked up): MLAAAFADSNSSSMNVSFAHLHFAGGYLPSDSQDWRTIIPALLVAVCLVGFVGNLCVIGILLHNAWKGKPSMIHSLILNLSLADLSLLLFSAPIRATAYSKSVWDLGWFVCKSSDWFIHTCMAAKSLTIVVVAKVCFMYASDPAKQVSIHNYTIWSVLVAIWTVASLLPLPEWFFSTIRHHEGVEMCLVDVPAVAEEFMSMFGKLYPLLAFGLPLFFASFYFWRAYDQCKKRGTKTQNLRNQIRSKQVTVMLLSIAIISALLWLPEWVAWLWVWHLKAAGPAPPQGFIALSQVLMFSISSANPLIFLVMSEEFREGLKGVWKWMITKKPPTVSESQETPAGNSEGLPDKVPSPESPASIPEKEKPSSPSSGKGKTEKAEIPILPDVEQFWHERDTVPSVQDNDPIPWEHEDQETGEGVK
MITF inh: MITF inhibitors, primary screen, biochemical, AlphaScreen, human; Microphthalmia-associated transcription factor (Homo sapiens), O75030; AlphaScreen MITF homodimerization, bead proximity signal; inhibition, % at 2.6 µM; actives 0.91% (n = 650,000); AID 1259374, 2018; in the data active means inhibition above about 50%;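 further: 0% = vehicle wells with protein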
Target sequence (O75030 whole entry, looked up): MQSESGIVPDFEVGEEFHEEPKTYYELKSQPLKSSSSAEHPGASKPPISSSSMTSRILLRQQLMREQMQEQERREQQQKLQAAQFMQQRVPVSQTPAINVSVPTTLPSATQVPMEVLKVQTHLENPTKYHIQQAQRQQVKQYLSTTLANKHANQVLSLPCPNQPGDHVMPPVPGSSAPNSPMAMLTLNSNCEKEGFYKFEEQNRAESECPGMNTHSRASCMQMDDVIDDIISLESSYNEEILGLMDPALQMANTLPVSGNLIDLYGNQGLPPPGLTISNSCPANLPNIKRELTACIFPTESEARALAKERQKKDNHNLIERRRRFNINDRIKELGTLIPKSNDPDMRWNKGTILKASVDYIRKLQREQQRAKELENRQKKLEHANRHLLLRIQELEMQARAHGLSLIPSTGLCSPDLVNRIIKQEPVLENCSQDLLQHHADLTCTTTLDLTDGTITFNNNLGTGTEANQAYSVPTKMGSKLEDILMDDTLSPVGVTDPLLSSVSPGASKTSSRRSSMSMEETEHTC
The depositor's hits bear a star.

SMILES	TEAD-YAP inh	FBW7 act	GPR151 activ	MITF inh
Clc1ccc(Nc2nc3ccccc3n3nnnc23)cc1Cl	-29.8	0.7	-1.3	12.4
O=C(COC(=O)c1cccc(N2C(=O)C3C4C=CC(C4)C3C2=O)c1)c1ccc(Cl)cc1 (stereo unspecified)	2.6	0.3	-1.0	21.9
CC(=O)c1ccc(NC(=O)Cn2cc3c(n2)CCCCC3)cc1	-7.1	0.3	-0.3	14.2
Fc1ccc(C(c2nnnn2CC2CCCO2)N2CCc3ccccc32)cc1 (stereo unspecified)	-11.1	-0.1	0.2	5.0
CCC(CC)CN1CCc2nnc(C(C)NC(=O)C3CCOCC3)n2CC1 (stereo unspecified)	0.6	-0.1	0.6	1.6
CCC(NC(=O)OCc1ccccc1[N+](=O)[O-])(C(F)(F)F)C(F)(F)F	-10.7	0.1	0.1	-4.7
CCOc1ccccc1NC(=O)NC(C)c1cc(OC)ccc1OC (stereo unspecified)	-2.1	-0.1	2.6	0.7
CC1=C(C(=O)OCc2ccccc2)C(c2ccccc2[N+](=O)[O-])n2nnnc2N1 (stereo unspecified)	-3.4	0.4	-0.5	12.3
Cc1ccc([N+](=O)[O-])cc1S(=O)(=O)Nc1ccc(N2CCOCC2)cc1	4.3	0.6	0.8	11.4
O=C(NC(=S)Nc1ccc2c(c1)oc1ccccc12)c1cccs1	0.5	-0.2	-0.8	4.2
Cc1cc2c(Nc3ccccc3F)ncnc2s1	-23.2	0.1	-0.2	-1.2
COc1ccc(-n2c(SCC(=O)N3CCC(C)CC3)nc3ccsc3c2=O)cc1	-2.4	-0.2	1.3	0.3
N#CC1(C#N)[C@H](c2ccccc2I)[C@@H](C(=O)C23CC4CC(CC(C4)C2)C3)N2c3ccccc3C=C[C@@H]21	-6.1	0.6	-0.8	27.6
O=C(NCCOc1ccccc1)c1ccnc(Nc2cccnc2)c1	-5.6	-0.1	1.1	3.0
O=C(CNc1cccc(Br)c1)N/N=C\c1ccco1	-13.1	-0.1	-1.2	4.6
CC(C)(C)NC(=O)c1ccccc1NC(=O)CN1C(=O)c2ccccc2C1=O	11.2	0.2	-1.0	18.0
O=C(Cc1cccs1)N1CCN(c2ccc([N+](=O)[O-])cc2)CC1	10.0	-0.4	-2.0	4.1
CCC(C)NC(=O)C1=CC(c2cccs2)=NS(=O)(=O)N1C (stereo unspecified)	-1.1	0.2	-0.4	-0.7
CC(Cc1ccccc1)NNC(=O)C(O)(Cc1ccccc1)Cc1ccccc1 (stereo unspecified)	2.6	-0.1	-0.2	2.0
CSC1=NCCN1S(=O)(=O)c1ccc(NC(C)=O)cc1	9.5	0.0	0.4	10.6
Cc1ccc(S(=O)(=O)N(C)C)cc1NC(=S)N1CCCCC1CO (stereo unspecified)	-1.1	0.1	2.4	-4.2
CN(CC(=O)Nc1ncc(Br)s1)S(=O)(=O)c1cccc2cccnc12	8.7	0.0	-0.9	-4.5
COc1ccc(OC)c(S(=O)(=O)NC2(C#N)CCCCC2)c1	3.9	-0.1	-0.7	2.2
CC(C)NC(=O)CN(c1ccc(OCc2ccccc2)cc1)S(C)(=O)=O	3.1	0.0	0.7	-11.2
CCOC(=O)CN(Cc1ccc(F)cc1)S(=O)(=O)c1cccc([N+](=O)[O-])c1	-4.8	-0.3	-1.0	8.4
The listing continues.
SMILES	TEAD-YAP inh	FBW7 act	GPR151 activ	MITF inh
O=C(NCCC1=CCCCC1)c1ccc2c(c1)NC(=O)C(CS(=O)(=O)Cc1ccccc1Cl)N2 (stereo unspecified)	-15.4	-0.4	0.5	-2.6
CCCC(=O)Nc1nnc(SCC(=O)NCC2CCCO2)s1 (stereo unspecified)	-0.8	0.1	2.7	-8.8
CCOC(=O)c1ccc(NC(=O)c2c(Cl)ccc(Cl)c2OC)cc1	10.3	0.1	-1.4	16.1
CCCOc1ccc(C(=O)NCc2ccccc2)cc1	-13.1	0.2	0.1	17.4
CCc1ccc(/C=C2/NC(=O)N(Cc3ccc(F)cc3)C2=O)cc1	7.7	0.0	1.1	6.2
COc1ccc(-c2noc(NC3CCCCCC3)n2)cc1OC	-59.5	-0.3	1.3	-1.5
Cc1ccc(NC(=O)CC(=O)NCCN2CCOCC2)cc1	-2.6	0.5	2.3	13.8
COC(=O)c1cc(Cl)ccc1Nc1nc2ccccc2nc1NS(C)(=O)=O	-5.8	0.1	-1.6	14.6
CCC1=NN2C(=N)/C(=C/c3cn(CCOc4ccc(C(C)CC)cc4)c4ccccc34)C(=O)N=C2S1 (stereo unspecified)	-13.3	0.1	0.9	-18.9
COC(=O)c1c(NC(=O)/C=C/c2ccc(C)o2)sc2c1CCC2	1.7	-0.2	0.2	1.6
CCn1c(=O)c2ccccc2n2c(SCC(=O)Nc3cccc4ccccc34)nnc12	1.6	0.1	-0.3	3.1
CCOC(=O)N1CCN(c2cc(=O)n(C)c(=O)[nH]2)CC1	7.3	0.2	0.2	17.6
CCCC12CN(C(=O)c3ccccc3)CC(C)(CN(C(=O)c3ccccc3)C1)C2=O	10.9	-0.2	2.0	-6.1
O=S(=O)(/C=C/c1ccccc1)N1CCCc2ccccc21	6.5	0.0	0.6	3.1
CCOc1cc(C=C2C(=O)NC(=O)NC2=O)cc(Br)c1OCC(=O)O	7.5	-0.9	0.5	12.6
COC(=O)c1ccc(NC(=O)CN2C(=O)C3C4CC(c5ccccc5)C(C4)C3C2=O)cc1 (stereo unspecified)	19.8	0.6	-0.1	12.0
O=C(CNC(=O)C12CC3CC(CC(C3)C1)C2)NNC(=O)c1cccs1	2.6	-0.1	0.0	2.3
COc1cccc(OCC2CCCN(C(=O)CCN3Cc4ccccc4OC(C)C3)C2)c1 (stereo unspecified)	-2.8	0.1	0.3	-2.0
O=C(CC1CCC1)Nc1ccc(I)cc1	-31.0	0.2	2.6	-1.8
COc1cccc(NC(=O)CSc2nc3n[nH]c(C)c3c(=N)n2-c2cccc(C)c2)c1	11.3	0.1	0.2	-0.6
O=C(NC1CC(=O)N(c2cccc(F)c2)C1)c1ccc(Br)o1 (stereo unspecified)	-0.4	0.2	-0.6	-4.1
COCCNC(=O)CCn1nc(-c2ccc(Cl)cc2)ccc1=O	-2.2	-0.1	0.3	-1.9
O=C(O)CN1C(=O)/C(=C\c2ccc(N3CCCC3)c(F)c2)SC1=S	1.8	-0.3	-2.7	-1.9
O=C1CC(C(=O)N2CCC3(CC2)CC3C(=O)NCCC2=CCCCC2)c2ccccc21 (stereo unspecified)	-4.8	-0.3	5.5*	-4.3
O=C(CSc1nc2ccc(NC(=O)c3cccc4ccccc34)cc2s1)NC1CC1	-39.2	-0.1	0.2	2.3

A different layout for part of the listing above.
mol: O=C(CC1CCC1)Nc1ccc(I)cc1
  TEAD-YAP inh: -31.0; FBW7 act: 0.2; GPR151 activ: 2.6; MITF inh: -1.8
mol: COc1cccc(NC(=O)CSc2nc3n[nH]c(C)c3c(=N)n2-c2cccc(C)c2)c1
  TEAD-YAP inh: 11.3; FBW7 act: 0.1; GPR151 activ: 0.2; MITF inh: -0.6
mol: O=C(NC1CC(=O)N(c2cccc(F)c2)C1)c1ccc(Br)o1 (stereo unspecified)
  TEAD-YAP inh: -0.4; FBW7 act: 0.2; GPR151 activ: -0.6; MITF inh: -4.1

Quoted from the listing:
CCOC(=O)c1ccc(NC(=O)c2c(Cl)ccc(Cl)c2OC)cc1 – GPR151 activ = -1.4
CCOC(=O)N1CCN(c2cc(=O)n(C)c(=O)[nH]2)CC1 – GPR151 activ = 0.2
CCCC12CN(C(=O)c3ccccc3)CC(C)(CN(C(=O)c3ccccc3)C1)C2=O – GPR151 activ = 2.0
CCCOc1ccc(C(=O)NCc2ccccc2)cc1 – FBW7 act = 0.2
CCCC(=O)Nc1nnc(SCC(=O)NCC2CCCO2)s1 (stereo unspecified) – GPR151 activ = 2.7

Further structures
SMILES	TEAD-YAP inh	FBW7 act	GPR151 activ	MITF inh
CCOC(=O)c1c(NC(=O)C(C)Oc2ccc(Cl)cc2Cl)sc2c1CCCC2 (stereo unspecified)	5.7	-0.1	0.1	-10.2
CC(C)COC(=O)CC(c1ccccc1)N1C(=O)c2ccccc2C1=O (stereo unspecified)	-9.0	0.4	-1.1	6.6
CCn1c(=O)c2c(nc3n(-c4ccc(OC)cc4)c(C)cn23)n(C)c1=O	0.0	0.0	-0.2	-0.6
Cc1sc2c(c1C)c(=O)nc1n2/C(=C/Br)CS1	-1.0	0.0	0.9	0.8
CCCNC(=O)Cn1cnc2sc(C(=O)NC3CCCCCC3)c(C)c2c1=O	-1.0	0.4	-0.8	2.0
Cc1onc(-c2c(F)cccc2Cl)c1C(=O)Nc1sc2c(c1C(N)=O)CCC2	14.4	-0.3	1.6	-12.9
COc1cc(/C=C2/SC(=Nc3ccccc3)N(Cc3ccccc3)C2=O)ccc1OCc1cccc2ccccc12	17.2	0.1	-0.2	4.7
CCOC(=O)C1=C(C)OC(N)=C(C#N)C1c1ccncc1 (stereo unspecified)	-8.0	0.0	0.4	6.6
CC(=O)Nc1ccc(C(=O)N2CCN(c3ccc([N+](=O)[O-])cc3)CC2)cc1	15.2	0.0	0.1	6.5
NC(=O)CSCC(=O)Nc1ccc(Br)cc1	6.9	-0.1	0.9	-0.4
O=C(Nc1cccc(OC(=O)c2ccc([N+](=O)[O-])cc2)c1)c1ccc(Br)cc1	-9.0	0.0	-0.5	5.6
O=C(N/N=C/c1ccc(I)o1)c1ccncc1	7.0	0.0	0.1	18.5
O=C(c1ccccc1F)N1CCN(S(=O)(=O)c2ccc(Br)cc2)CC1	-4.5	0.4	-0.3	7.8
c1ccc(C2(CNc3ncnc4sc5c(c34)CCCC5)CCCC2)cc1	1.9	0.1	4.0	-12.1
COC(=O)Nc1sc(C)cc1C(=O)OC	-0.9	0.5	1.7	17.9
COc1ccccc1C(=O)Nn1c(-c2ccc(F)cc2)nc2ccccc2c1=O	-6.3	0.0	1.5	1.1
COCCCNC(=O)c1ccc2c(c1)ncn2-c1cccc(F)c1	-12.8	0.0	0.0	-7.0
O=C(NNC(=O)C(Cc1ccccc1)N1C(=O)c2ccccc2C1=O)c1cccnc1 (stereo unspecified)	-5.2	-0.2	0.0	-5.3
CCn1ncc(CN2CCC(C(=O)Nc3ccccc3-c3cccc(OC)c3)CC2)c1C	-2.8	-0.1	-1.0	-5.1
Cc1cc(N2C(=O)NC(=O)/C(=C\c3ccsc3)C2=O)ccc1Br	-1.9	0.2	1.6	-17.4
O=C1c2ccccc2-c2ncnc3c(Br)cc(Br)c1c23	4.4	0.2	0.2	-39.7
CC[C@@H](Cn1nc(-c2cccs2)oc1=O)NC(=O)Cn1ncc2ccccc2c1=O	12.1	-0.1	-0.7	-11.5
CCOc1ccc2nc(SCC(=O)N3CCCC3=O)sc2c1	-1.6	0.0	-0.5	-1.5
Cc1ccc(NC(=S)NC(=O)c2cccc([N+](=O)[O-])c2)c(O)c1	-22.5	-0.1	0.2	4.6
COC(=O)c1ccccc1-n1c(N)c(C#N)c(N)c(C#N)c1=S	0.8	0.0	0.0	-0.4
Continuation.
SMILES	TEAD-YAP inh	FBW7 act	GPR151 activ	MITF inh
O=S(=O)(NC1CCCC1)c1cccc(S(=O)(=O)N2CCOCC2)c1	9.2	0.1	-0.2	2.9
C=CCNc1ncnc2scc(-c3ccc(F)cc3)c12	19.3	0.1	0.2	10.0
CC(C)(C)OC(=O)NC1CCN(C(=O)Nc2ccc(Br)cc2)CC1	2.2	0.0	1.3	1.2
O=C1OC(C23CC4CC(CC(C4)C2)C3)=N/C1=C\c1cccnc1	0.0	0.3	-0.6	11.4
O=C1C2CCCCC2C(=O)N1c1ccc(N2C(=O)C3C4CCC(C4)C3C2=O)cc1 (stereo unspecified)	-1.0	-0.1	-0.4	-0.5
COc1cc(-c2[nH]nc3c2C(c2cc4c(cc2Br)OCO4)C(C#N)=C(N)O3)cc(OC)c1OC (stereo unspecified)	7.2	-0.3	0.2	-19.7
CC(C)NC(=O)NC(=O)COC(=O)c1ccc(S(=O)(=O)Nc2ccccc2)cc1	2.0	0.6	-0.8	16.4
CCCCCCC1CCC(C(=O)Nn2c(-c3ccc(Br)cc3)nc3ccccc3c2=O)CC1 (stereo unspecified)	3.7	0.0	-0.3	2.6
O=C(CC(NC1CCCCC1)C(=O)O)Nc1cccc([N+](=O)[O-])c1 (stereo unspecified)	4.1	0.0	-0.3	-4.7
Cc1ccc(-n2c(/C=C/c3cccc4ccccc34)nc3ccccc3c2=O)cc1Cl	-15.7	0.2	1.0	-5.5
Cc1cccc(C)c1NC(=O)N1CCC(N2CCCCC2)CC1	-2.5	-0.2	1.0	7.4
O=C(COC(=O)C(CCCCN1C(=O)C2C3CCC(C3)C2C1=O)N1C(=O)C2C3CCC(C3)C2C1=O)c1ccc(Cl)cc1 (stereo unspecified)	-36.9	-0.1	-0.5	-5.4
O=[N+]([O-])c1ccccc1S(=O)(=O)NCCCCc1ccccc1	11.8	0.4	-0.6	-2.3
CC(=O)C1=C(O)C(=O)N(Cc2ccccc2)C1c1cccs1 (stereo unspecified)	2.1	0.1	0.4	-5.7
Ic1ccc2ncnc(NCc3ccco3)c2c1	15.7	-0.2	2.4	0.9
CCn1c(C)nc2cc(C(=O)NNC(=O)NC3CCCCC3)ccc21	0.5	-0.1	0.1	8.7
COc1ccc([N+](=O)[O-])cc1C=Nc1c(C)n(C)n(-c2ccccc2)c1=O	-10.1	0.0	-0.3	-4.5
O=C(COc1cccc([N+](=O)[O-])c1)N/N=C/c1cccc2ccccc12	2.0	-0.1	-0.8	-3.9
O=C(NCC1CCCN(C(=O)CCN2CCCC2=O)C1)c1ccc(F)cc1 (stereo unspecified)	-3.9	0.1	-1.8	1.4
O=C(N[C@H]1C[C@H]2C(=O)N[C@@H](CO)C(=O)N2C1)c1cccnc1	6.7	0.9	-0.9	6.5

Source: PubChem BioAssay
